# Screening results from PubChem.
# M5 ag: agonists of human muscarinic M5 receptor (CHRM5); activation, % at 3 µM; AID 624037; 0.19% of 360,000 active; CHO-K1 hM5 cells, Fluo-8 calcium fluorescence; 0% DMSO wells, 100% maximal acetylcholine response;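 active = activation above the run's mean over test compounds plus 3 SD, cut at about 23% in these data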;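 also: signal is peak over basal fluorescence ratio across the kinetic read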
# Target sequence (P08912 whole entry, looked up): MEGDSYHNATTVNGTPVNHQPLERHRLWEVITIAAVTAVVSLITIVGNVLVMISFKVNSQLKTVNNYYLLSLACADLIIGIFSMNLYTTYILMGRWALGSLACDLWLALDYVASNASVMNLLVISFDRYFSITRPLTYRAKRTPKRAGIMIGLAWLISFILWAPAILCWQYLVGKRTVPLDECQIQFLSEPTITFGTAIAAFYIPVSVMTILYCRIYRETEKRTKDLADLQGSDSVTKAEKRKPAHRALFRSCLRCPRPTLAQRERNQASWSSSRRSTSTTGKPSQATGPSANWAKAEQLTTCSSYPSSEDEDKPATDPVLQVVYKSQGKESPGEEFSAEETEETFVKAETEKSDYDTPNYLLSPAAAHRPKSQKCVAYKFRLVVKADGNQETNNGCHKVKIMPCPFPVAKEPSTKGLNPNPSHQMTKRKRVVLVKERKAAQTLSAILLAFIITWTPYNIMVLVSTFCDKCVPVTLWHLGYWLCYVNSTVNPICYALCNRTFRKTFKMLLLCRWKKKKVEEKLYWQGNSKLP
# M4 antag: blocks acetylcholine activation of human M4 receptor. P08173. CHO-hM4 cells, ACh EC80, Fluo-8 calcium fluorescence. inhibition, % at 3 µM. 0.73% of 360,000 active;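 active = inhibition above its plate's cutoff, the mean inhibition of sample wells plus 3 SD, cut at about 27% in these data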;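 also: 0% = acetylcholine EC80 with DMSO and 100% = DMSO without agonist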
# TAAR1 agonist: human TAAR1 agonism | Q96RJ0 | AID 624467 | 0.99% of 360,000 active | activation, % at 3 µM | CHO RD-HGA16 TAAR1, Fluo-8 calcium fluorescence; vehicle wells 0%, saturating PEA agonist 100%;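 active = activation above the mean activation of all test compounds in the run plus 3 SD, cut at about 38% in these data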
#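 Test system: RD-HGA16 (CHO) cells co-expressing Gα16 and hTAAR1 | Doses: Single dose, 3 µM | Schedule: 17-24 h seeding, 75 min 37 °C dye, 30 min RT | Evaluation: % activation from peak over basal fluorescence ratio, DMSO-to-PEA scaled | Technique: Kinetic Fluo-8 calcium fluorescence | Benchmarks: Low control DMSO, high control PEA (EC100)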
# M1 PAM: potentiates human M1 receptor response to acetylcholine. P11229. CHO-K1 hM1, Fluo-8 calcium fluorescence, ACh EC20; 0% = ACh EC20, 100% = maximal ACh. activation, % at 3 µM. 0.088% of 360,000 active; in the data active = activation above about 19%, passing the limit was not always enough
# Target sequence (P11229 whole entry, looked up): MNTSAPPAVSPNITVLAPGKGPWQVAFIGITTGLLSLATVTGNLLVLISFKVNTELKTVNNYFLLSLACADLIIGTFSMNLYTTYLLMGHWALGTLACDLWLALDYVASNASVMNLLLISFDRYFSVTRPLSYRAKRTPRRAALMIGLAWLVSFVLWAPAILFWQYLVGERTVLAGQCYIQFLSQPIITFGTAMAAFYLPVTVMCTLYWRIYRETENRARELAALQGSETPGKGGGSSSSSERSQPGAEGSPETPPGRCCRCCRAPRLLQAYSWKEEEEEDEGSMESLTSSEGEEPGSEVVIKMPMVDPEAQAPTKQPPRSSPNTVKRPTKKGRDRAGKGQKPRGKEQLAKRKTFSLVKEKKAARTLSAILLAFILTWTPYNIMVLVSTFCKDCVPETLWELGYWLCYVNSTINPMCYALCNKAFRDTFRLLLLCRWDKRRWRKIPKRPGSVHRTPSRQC
# CHRM4 agonist: agonists of human muscarinic M4 receptor (CHRM4) | P08173 | CHO-K1 hM4/Gqi5, Fluo-8 calcium fluorescence; vehicle 0%, full acetylcholine response 100% | activation, % at 3 µM | 0.14% of 360,000 active | AID 624127;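 active = activation above the run mean over all test wells plus 3 SD, cut at about 32% in these data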;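 also: peak over basal fluorescence ratio per well then scaled between controls; 0% = DMSO wells and 100% = acetylcholine at EC100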
# CHRM1 antagonist: blocks human M1 muscarinic receptor; inhibition, % at 3 µM; AID 588852; CHO-K1 hM1, Fluo-8 calcium fluorescence, ACh EC80 antagonist; 1.3% of 360,000 active;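 active = percent inhibition above its own plate's cutoff, namely the mean of that plate's compound wells plus 3 SD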;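 also: peak over basal fluorescence ratio during 140 s after agonist addition; 0% = ACh EC80 plus DMSO and 100% = DMSO alone without agonist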
# CHRM5 antagonist: CHRM5 antagonism in calcium assay | AID 624040 | 0.59% of 360,000 active | inhibition, % at 3 µM | P08912 | CHO-hM5 cells, Fluo-8 calcium fluorescence, ACh EC80;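 active = inhibition above a per-plate cutoff, the mean of that plate's test compounds plus 3 SD, cut at about 27% in these data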;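 also: 0% = acetylcholine EC80 with DMSO and 100% = DMSO without agonist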
# CHRM5 PAM: positive allosteric modulators of human muscarinic M5 receptor. P08912. CHO-K1 hM5, Fluo-8 calcium, ACh EC20 PAM; 0% = ACh EC20, 100% = ACh EC100. activation, % at 3 µM. 0.3% of 360,000 active;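 active = activation above the run cutoff, the mean activation of all test compounds plus 3 SD, cut at about 18% in these data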
#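 System – CHO-K1 hM5 cells · Compound – 3 µM, single dose · Incubation – compound preincubation 140 s before EC20 acetylcholine addition · Technique – Fluo-8 calcium fluorescence · Measure – Max/basal fluorescence ratio as % of EC20–EC100 ACh window · Benchmarks – low control EC20 acetylcholine (0%), high control EC100 acetylcholine (100%) · Replication – singlicate, one well per test compound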
# M1 ag: human M1 muscarinic receptor agonism | P11229 | CHO-K1 hM1, Fluo-8 calcium fluorescence, agonist mode; 0% DMSO, 100% acetylcholine EC100 | activation, % at 3 µM | 0.33% of 360,000 active;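 active = activation above the run's mean compound activation plus 3 SD, cut at about 16% in these data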;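 also: peak over basal fluorescence ratio within a 140 s kinetic read after compound addition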
# An asterisk follows results filed as active; x = not tested or not shown.
SMILES	M4 antag	CHRM5 PAM	CHRM4 agonist	M5 ag	M1 PAM	CHRM5 antagonist	TAAR1 agonist	M1 ag	CHRM1 antagonist
COC(=O)c1ccc2c(c1)NC(=O)C(N(CC(C)C)CC(C)C)S2 (stereo not drawn)	1	-2	1	-1	-2	4	0	-1	17
COc1cccc(CC(=O)Nc2nc(-c3ccc(OC)c(OC)c3)cs2)c1	5	-10	8	1	3	10	4	5	-3
CCC(C)[C@H](NC(=O)NCc1ccc(S(N)(=O)=O)cc1)C(=O)OC (stereo partly drawn)	5	1	1	-3	13	7	3	-5	-5
S=C(NCCc1ccccc1)Nc1ccc(Nc2ccccc2)cc1	-2	-8	2	-4	-3	3	25	-8	0
O=C(NC1CCCCC1)C1c2ccccc2OCC(=O)N1Cc1ccccn1 (stereo not drawn)	-2	-3	0	3	x	0	1	x	x
O=C(CSc1nnc(-c2ccc(F)cc2)c2ccccc12)Nc1ccccc1	2	-4	-1	-5	8	-7	2	-11	-8
Cc1cc(NS(=O)(=O)c2ccc(NC(=O)COc3ccccc3C(C)(C)C)cc2)no1	2	6	-2	-9	2	-7	-1	-6	-3
COc1ccc(CNC(=O)CN2CCN(S(=O)(=O)c3cc(Br)ccc3Br)CC2)cc1OC	-2	-17	18	-3	-10	11	10	-4	18
NC(=O)NC(=O)COC(=O)c1ccc2noc(-c3ccccc3)c2c1	6	1	2	-1	13	5	-3	-2	-10
CC(=O)Oc1ccc(C(=O)O)cc1OC(C)=O	-7	3	2	-2	7	-4	10	-1	-5
COc1ccc(CN(C)C(=O)COC(=O)c2cnc(Cl)c(Cl)c2)cc1	9	-6	1	-1	-7	10	1	-4	8
COC(=O)c1ccc(NC(=O)C(=O)N2CCN(C(=S)Nc3ccccc3OC)CC2)cc1	4	1	2	-2	0	-3	0	-1	-2
O=C(Nc1ccc2oc(=O)ccc2c1)c1ccco1	6	8	1	-5	7	-2	17	1	-4
COC(=O)C1=C(C)OC(N)=C(C#N)C1c1ccccc1F (stereo not drawn)	5	4	-1	1	11	-4	13	-3	-5
COc1ccc(OCCC(=O)NC2=NCCS2)cc1	-4	3	0	-5	9	3	7	1	-10

SMILES	M4 antag	CHRM5 PAM	CHRM4 agonist	M5 ag	M1 PAM	CHRM5 antagonist	TAAR1 agonist	M1 ag	CHRM1 antagonist
CCC(Sc1nc(C)cc(=O)[nH]1)C(=O)Nc1nc(-c2ccccc2)cs1 (stereo not drawn)	-8	2	-1	-3	4	-2	7	-5	-3
O=C(NCC(c1ccco1)N1CCCC1)c1cccc(S(=O)(=O)N2CCc3ccccc32)c1 (stereo not drawn)	-13	-6	9	0	-5	-1	12	-4	-14
CCOC(=O)C1CCCN(S(=O)(=O)c2ccc3c4c2CC(=O)N4CC(C)S3)C1 (stereo not drawn)	-6	-13	15	6	-5	-1	6	1	4
CCOc1cc(/C=N/NC(=O)Cn2nc([N+](=O)[O-])cc2C)cc(Br)c1OCc1ccccc1C	7	2	0	-1	3	-7	4	-5	-4
Cc1cccc2c(C(=O)N3CCCCC3)cc(-c3ccccc3)nc12	-12	-4	0	-3	-1	4	3	-4	-6
COc1ccccc1NS(=O)(=O)c1cccc(C(=O)NCC(c2cccs2)N(C)C)c1 (stereo not drawn)	4	0	8	-2	-20	0	6	-5	24
Cc1cc(C)c2c(c1)NC(c1cc3c(cc1Br)OCO3)C1CC=CC21 (stereo not drawn)	-7	-6	0	-1	13	2	3	-1	-11
CN(CC1CCOCC1)C(=O)CC1C(=O)NCCN1CC(c1ccccc1)c1ccccc1 (stereo not drawn)	5	-3	1	-3	2	10	2	-4	-1
C/C(CCN1CCc2nc(-c3ccccc3)c(-c3ccccc3)cc2C1)=N\O[C@@H](C)c1cc(-c2c(C)cc(C)cc2C)no1	-3	-1	0	0	17	0	x	-2	-10
O=C(NCc1ccccc1F)Nc1nnc([C@H]2C[C@H](O)[C@@H](CO)O2)s1	-7	-3	1	-1	5	-5	1	-2	-3
Cc1ccc(N=C2SC(C(=O)O)CC(=O)N2C)cc1C (stereo not drawn)	-9	-1	0	-2	6	0	4	-1	-1
O=C(Cn1nc(C(=O)O)c2ccccc2c1=O)NCC1CCCO1 (stereo not drawn)	4	-5	0	-1	4	11	3	-3	-6
O=C(c1cc(-c2ccncc2)nc2ccccc12)N1CCN(c2ncccn2)CC1	-1	-23	18	6	-12	9	16	3	11
Cn1c(CN2CCCC2)nc2cc(NC(=O)COc3ccc(Cl)cc3)ccc21	-13	2	3	-1	-3	-4	1	-12	-5
O=C(O)c1cccc(NS(=O)(=O)c2ccc3nnn(O)c3c2)c1	0	-5	0	-1	0	5	-1	-3	-16

SMILES	M4 antag	CHRM5 PAM	CHRM4 agonist	M5 ag	M1 PAM	CHRM5 antagonist	TAAR1 agonist	M1 ag	CHRM1 antagonist
CC(OC(=O)CC1Sc2ccccc2NC1=O)C(=O)NC1CCCC1 (stereo not drawn)	-3	3	4	0	1	-2	2	-2	-8
O=C1CCC(C(=O)Nc2ccc([N+](=O)[O-])cc2)N1 (stereo not drawn)	15	4	1	2	5	8	2	-2	5
CCCCCCCCCCCCCCC(O)C[N+](C)(CCO)CCO (stereo not drawn)	6	-40	2	-11	-22	4	54*	-4	30
Cc1cc(=O)nc2c3ccccc3n(C(C)C(=O)NCCC(C)C)n12 (stereo not drawn)	-1	11	0	-3	15	-16	3	-4	-15
O=C(CC1SC(=Nc2ccc(O)cc2)NC1=O)Nc1ccccc1 (stereo not drawn)	3	15	0	2	10	-7	x	-1	-7
CC(=O)c1cccc(NC(=O)CN(Cc2ccccc2)S(C)(=O)=O)c1	-3	-2	2	3	3	-7	6	0	4
CC(C)[C@H]1COCCS(=O)(=O)N1Cc1ccc(Cl)cc1	-12	2	1	-9	3	2	-1	-8	-14
CCOc1cc(/C=N/NC(=O)c2cccc(S(=O)(=O)N3CCOCC3)c2)ccc1OCC(=O)N(C)C	2	2	1	-4	2	1	2	-4	-6
Cc1ccc(C(=O)c2c(NC(=O)c3ccccc3)sc(C)c2C)cc1	-10	-5	-1	-4	-1	13	2	-5	-2
O=C1CC(C(=O)NCc2ccccc2)C2(CCCC2)O1 (stereo not drawn)	8	7	2	1	6	-3	6	-2	-2
S=C(NC1CCCC1)N1CCN(c2ccc(Cl)cc2)CC1	-7	-12	8	1	-9	11	0	-3	5
CCOC(=O)Nc1cccc(Cl)c1C	11	-6	0	-3	3	7	1	-4	6
O=C(NN=C1CCCCCC1)c1cn(-c2ccccc2)nc1-c1ccccc1	-10	-4	0	0	-3	8	5	-6	-2
Cc1ccc(CNn2cnnc2SCc2ccc(F)cc2)cc1	10	-5	0	-3	-8	4	8	-7	-2
O=C(Nc1ccnn1C1CCN(Cc2ccccc2)CC1)c1ccccc1Cl	-8	3	4	-7	20	6	3	-1	-12

# No new results follow: an excerpt of the list.
SMILES	M4 antag	CHRM5 PAM	CHRM4 agonist	M5 ag	M1 PAM	CHRM5 antagonist	TAAR1 agonist	M1 ag	CHRM1 antagonist
NC(=O)NC(=O)COC(=O)c1ccc2noc(-c3ccccc3)c2c1	6	1	2	-1	13	5	-3	-2	-10
CC(=O)Oc1ccc(C(=O)O)cc1OC(C)=O	-7	3	2	-2	7	-4	10	-1	-5
COc1ccc(CN(C)C(=O)COC(=O)c2cnc(Cl)c(Cl)c2)cc1	9	-6	1	-1	-7	10	1	-4	8

# Next part.
SMILES	M4 antag	CHRM5 PAM	CHRM4 agonist	M5 ag	M1 PAM	CHRM5 antagonist	TAAR1 agonist	M1 ag	CHRM1 antagonist
CCOc1ccc(Oc2nc(NCC(C)C)nc(OC)n2)nn1	-17	-6	2	2	8	0	4	0	-12
Oc1ccccc1/C=N/Nc1ccccc1	3	-1	13	-2	-14	18	10	-5	14
O=C1c2ccccc2C(=O)N1CCCCc1cn(C[C@H]2CC[C@@H]([C@@H]3CC[C@H](Cn4cc(CCCCN5C(=O)c6ccccc6C5=O)nn4)O3)O2)nn1	15	-33	27	3	-22	16	20	-5	14
O=C(OCC1OC(Oc2ccc(O)cc2)C(O)C(O)C1O)c1ccccc1 (stereo not drawn)	1	1	0	1	-4	5	1	-3	9
CCN(CC(=O)NCCc1ccc(S(N)(=O)=O)cc1)Cc1ccccc1	-1	3	1	0	-1	-5	2	-6	16
Cn1c(/C=C/c2ccc(Br)cc2)nc2ccccc2c1=O	-4	-4	2	-2	-2	10	12	-1	-3
Cc1ccc(S(=O)(=O)NC(=O)C2(C)CCN2C(=O)C2(c3ccc(Cl)cc3)CC2)nc1 (stereo not drawn)	-14	0	1	0	16	1	2	4	-8
C=CCn1c(SCC(=O)Nc2cccc3ccccc23)nc(O)c(CC)c1=O	2	2	0	-1	8	-2	3	-6	-8
NS(=O)(=O)c1ccc(NC(=S)NC2CC2)cc1	2	3	1	-4	12	3	4	-6	-5
CC(=O)N1CCCc2cc(S(=O)(=O)N3CCCC3)ccc21	-9	8	1	-4	16	-8	1	-5	-18
O=C(CCc1nc2ccccc2c(=O)[nH]1)N1CCN(S(=O)(=O)c2cc(Cl)ccc2Cl)CC1	-6	10	1	-6	10	4	10	-6	-12
O=C1CC(N(O)c2ccccc2)C(=O)N1Cc1ccccc1 (stereo not drawn)	1	-1	2	-1	10	-4	8	-1	-3
O=C(NC1CCCCC1)C(c1ccc(-c2ccccc2)cc1)n1c(=O)c(-c2ccco2)nc2ccccc21 (stereo not drawn)	-4	0	2	2	x	-3	0	x	x
COc1cc(C(=O)NCC(=O)NC(C)CCc2ccccc2)cc(OC)c1OC (stereo not drawn)	-5	0	3	1	5	-4	2	-2	-5
CC1=C(C#N)C(Nc2cc(C)ccn2)(C(F)(F)F)C(=O)N1 (stereo not drawn)	3	-1	0	-2	5	-4	6	-5	1

SMILES	M4 antag	CHRM5 PAM	CHRM4 agonist	M5 ag	M1 PAM	CHRM5 antagonist	TAAR1 agonist	M1 ag	CHRM1 antagonist
Cc1cccc(N(CC(=O)NC2CCCCC2)C(=O)CCCC(=O)Nc2ccccn2)c1C	6	-4	0	0	1	16	0	-4	2
Cc1cc(NC(=O)CCn2c(=O)sc3ccccc32)no1	9	0	0	-1	3	11	0	-5	-9
Cc1noc(C)c1NC(=O)Nc1cccc2c1O[C@H](CN(C)C(=O)NC(C)C)[C@@H](C)CN([C@H](C)CO)C2=O	8	6	2	3	0	1	7	-1	3
COc1ccc(N2CCN(CC(=O)Nc3ccccc3C(=O)NC(C)c3ccccc3)CC2)cc1 (stereo not drawn)	-7	-11	16	4	-9	7	16	2	7
O=C(COC(=O)c1cc(S(=O)(=O)N2CCCCC2)ccc1N1CCOCC1)c1ccccc1Cl	-2	-10	-1	-3	-1	3	-2	-6	-9
O=C(Cn1ncc(Cl)c(Cl)c1=O)N1CCN(Cc2ccccc2)CC1	11	0	0	-6	-7	2	-2	-4	19
CC(O)(C#CCN1CCCCCC1)c1ccccc1 (stereo not drawn)	23	-16	15	-6	-30	26	2	-9	41*
COC(=O)CNC(c1ccccc1)c1cc(Cl)ccc1NC(=O)c1cccc(Cl)c1 (stereo not drawn)	11	-12	-2	-4	-15	1	-1	-8	19
O=C(CSc1ccccc1)NCCSCc1ccccc1	8	-2	-1	-3	0	3	1	-6	-5

# Not all compounds are listed; the hit share may differ from the screen's.
